Ecoli WT expand: growth inhibitors of E. coli BW25113 wild type | 98,000 compounds, 0.15% hits | OD600 absorbance | growth inhibition, % at 100 µM | AID 710;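 active = growth inhibition above about 50% at one test dose, limit read from the data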;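 also: growth measured after 20 h incubation at 37 °C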
PostGolgi ctrl: growth of the yeast control strain, post-Golgi counter-screen. efflux-deficient yeast background strain, growth absorbance A615, 16 h. inhibition, % at 10 µM. 98,000 compounds, 5% hits. AID 738
Mac1 fbg inh: CD11b/CD18-fibrinogen binding inhibition; P05107+P11215; K562 CD11b/CD18 adhesion to fibrinogen, ATPlite luminescence; Mn2+ added to activate the integrin; inhibition, % at 10 µM; 93,000 compounds, 0.54% hits; AID 1497;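 active = primary inhibition of 50% or more at 10 µM, then 40% or more on retest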; also: some results filed as inactive read as strong as hits
sEH activator: activators of human soluble epoxide hydrolase | 91,000 compounds, 0.04% hits | activation, % at 2 µM | P34913 | purified human sEH enzymatic activity, activator screen | AID 717; in the data active = activation above about 37%; also: values of inactives mirror those of a sister screen read the other way
S1P2 agonist: activates the human S1P2 receptor; S1P2-expressing cell line, agonist reporter read-out; 97,000 compounds, 0.46% hits; activation, % at 4.5 µM; in the data active = activation above about 16%;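 also: 0% = vehicle low control and 100% = maximal reference agonist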
Target sequence (O95136 whole entry, looked up): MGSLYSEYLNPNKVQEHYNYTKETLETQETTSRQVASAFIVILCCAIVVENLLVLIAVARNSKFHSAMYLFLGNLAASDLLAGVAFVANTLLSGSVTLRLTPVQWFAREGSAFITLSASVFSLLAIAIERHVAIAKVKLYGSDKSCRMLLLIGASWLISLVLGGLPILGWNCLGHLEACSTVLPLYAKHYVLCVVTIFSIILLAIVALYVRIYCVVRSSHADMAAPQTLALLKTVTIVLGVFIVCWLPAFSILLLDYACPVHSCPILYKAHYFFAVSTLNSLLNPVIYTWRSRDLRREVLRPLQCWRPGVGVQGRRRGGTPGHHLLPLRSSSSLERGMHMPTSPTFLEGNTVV
PostGolgi yeast: growth inhibition of a yeast mutant, post-Golgi transport screen | post-Golgi transport phenotypic cell assay | inhibition, % at 10 µM | 98,000 compounds, 0.9% hits | AID 739;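 also: yeast cells grown in 1536-well plates; yeast grown about 18 h at 30C before absorbance read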
PLAP activator: activates human placental alkaline phosphatase; P05187; purified PLAP enzyme, luminescent substrate read-out; hits give high values; activation fold at 20 µM; 96,000 compounds, 1.2% hits; AID 696; in the data active = activation fold above about 2
Target sequence (P05187 whole entry, looked up): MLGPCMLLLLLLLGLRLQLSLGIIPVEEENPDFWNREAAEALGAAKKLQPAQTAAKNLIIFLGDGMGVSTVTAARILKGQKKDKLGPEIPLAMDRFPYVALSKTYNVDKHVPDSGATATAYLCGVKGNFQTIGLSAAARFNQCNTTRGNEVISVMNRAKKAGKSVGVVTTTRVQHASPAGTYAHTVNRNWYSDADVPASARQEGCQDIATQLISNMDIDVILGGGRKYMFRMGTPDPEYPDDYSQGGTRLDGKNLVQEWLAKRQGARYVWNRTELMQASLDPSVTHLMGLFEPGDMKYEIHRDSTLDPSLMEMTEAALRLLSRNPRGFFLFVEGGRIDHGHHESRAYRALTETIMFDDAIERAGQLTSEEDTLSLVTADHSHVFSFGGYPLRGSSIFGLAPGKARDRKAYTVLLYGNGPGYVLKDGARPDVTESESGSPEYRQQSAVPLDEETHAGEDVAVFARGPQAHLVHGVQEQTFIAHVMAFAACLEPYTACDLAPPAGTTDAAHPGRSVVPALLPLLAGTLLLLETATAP
S1P2 blocker: antagonists of human S1P2 receptor; inhibition, % at 5 µM; 97,000 compounds, 0.21% hits; AID 736; cell-based S1P2 antagonist assay, inhibition at 5 uM; in the data active = inhibition above about 45%;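 also: CRE beta-lactamase reporter cells expressing human S1P2 stimulated with S1P; 0% = agonist at EC80 alone and 100% = agonist plus reference antagonist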
sEH inhibitor: inhibitors of human soluble epoxide hydrolase | inhibition, % at 2 µM | recombinant human sEH enzymatic activity assay | P34913 | 91,000 compounds, 0.34% hits | AID 707; in the data active = inhibition above about 80%; also: values of inactives mirror those of a sister screen read the other way; many of its hits are not listed in these tables
The depositor's hits bear a star; / = no result given. Rule as the data show it, unless noted: active = inhibition above about 30%; inactive = the rest.

SMILES	Ecoli WT expand	PostGolgi ctrl	Mac1 fbg inh	sEH activator	S1P2 agonist	PostGolgi yeast	PLAP activator	S1P2 blocker	sEH inhibitor
CCOc1ccc(CCNC(=O)C2CCN(c3ccc(N4CCOCC4)nn3)CC2)cc1OCC	11	-6	1	-19	-6	3	1.4	16	21
CC(C)OC(=O)c1nnn(-c2nonc2N)c1CSc1ccccn1	8	37*	2	11	0	9	0.9	-5	-13
O=C1c2ccccc2-c2c1cccc2C(=O)N1CCCCC1	/	/	/	6	-2	/	/	-25	-6
Cc1cc(=O)oc(C)c1C(=O)N1CCCCC1	0	0	/	-3	-2	-20	0.8	-3	6
CCC1C(C#N)=C(N)OC2=C1C(=O)CC(C)(C)C2 (stereo not drawn)	/	/	/	-6	0	/	/	-3	9
CCOc1ccc(N2CC(=O)Nc3ccccc3NCC2=O)cc1	6	7	3	13	-1	-8	0.8	6	-14
COC(=O)Nc1ncc(CN2CCC(c3ccccc3)CC2)s1	/	/	/	-10	-5	/	/	17	11
CC1CCc2nc(NC(=O)CN3CCOCC3)sc2C1 (stereo not drawn)	7	2	2	11	-2	-5	1.3	-5	-8
C=CCn1c(Cc2cccs2)nnc1SCC(=O)c1ccc2ccccc2c1	-3	4	15	-6	-4	0	1.3	1	5
CCOC(=O)c1ccccc1NC(=O)Cn1cnc2c(oc3ccccc32)c1=O	-13	-3	1	1	0	-4	0.9	-17	-3
CCOC(=O)Cn1c(S(=O)(=O)Cc2cccc(F)c2)nc(-c2ccccc2)c1-c1ccccc1	-15	19	2	-10	-4	9	1.2	-2	9
c1cn2cc(CN3CCOCC3)nc2s1	2	-10	-6	9	-3	-3	0.8	-3	-9
CN(C)c1ccc(NC(=O)CN2CCN(S(=O)(=O)c3cc(Cl)ccc3Cl)CC2)cc1	-19	13	8	-9	-8	2	1	14	11
CC(=O)Nc1cc(C(C)C)c(O)c(C(C)C)c1	1	1	-7	-10	-9	3	1	0	11
CCN(CC)S(=O)(=O)c1cccc2nsnc12	7	49*	12	-4	3	1	1	4	6
CC(=O)c1c(C)[nH]c(C(=O)NCCN2CCC(C)CC2)c1C	-3	5	-10	/	-1	12	1.1	16	/
O=C(Nc1ccc2c(c1)OCO2)c1cc2nc(C3CC3)cc(C(F)(F)F)n2n1	-14	5	/	7	0	-6	1	-3	-4
Cc1cc(=O)oc(C)c1C(=O)NCCN1CCOCC1	30	-3	2	/	-3	0	1	5	/
CCn1c(C)nc2cc(C(=O)NNS(=O)(=O)c3ccc(C)c(C)c3)ccc21	3	4	10	5	-2	11	1.7	-12	-3
CN1CCN(CC(=O)N(Cc2c(C#N)c3ccccc3n2C)c2ccccc2)CC1	0	34*	2	-4	-4	1	1.7	7	8
COCCn1c(C)nc2oc3ccc(Br)cc3c(=O)c2c1=O	-2	10	-17	7	-8	-2	1.3	3	-5
COc1ccc(CN2C(=O)[C@@H]3C(c4ccccc4Cl)=NO[C@@H]3C2=O)cc1	-2	5	-5	12	-3	3	1	7	-11
COC(=O)c1ccccc1NC(=O)CSc1nnc(Cc2ccc(Cl)cc2)o1	-8	26	-2	-1	-5	-17	1	-5	4
COc1ccc(OCC(=O)N2CCN(C(=O)c3ccco3)CC2)cc1	5	8	-14	41*	-7	-2	1	-2	-37

Part of the list above, showing only PLAP activator:
compound	PLAP activator
Cc1cc(=O)oc(C)c1C(=O)NCCN1CCOCC1	1
CCn1c(C)nc2cc(C(=O)NNS(=O)(=O)c3ccc(C)c(C)c3)ccc21	1.7

Carrying on.
SMILES	Ecoli WT expand	PostGolgi ctrl	Mac1 fbg inh	sEH activator	S1P2 agonist	PostGolgi yeast	PLAP activator	S1P2 blocker	sEH inhibitor
Cc1cc(C(=O)N2CCN(C(c3ccccc3)c3ccccc3)CC2)on1	-10	8	-10	-6	/	12	1.5	/	10
CCOc1cc(C(=O)N(C)Cc2cc3ccccc3[nH]c2=O)cc(OCC)c1OCC	-4	8	-29	3	-9	0	1.3	13	-5
CCOc1ccccc1NC(=O)CN(c1ccc(C)cc1)S(=O)(=O)c1c(C)n[nH]c1C	1	14	-4	-13	-9	-6	2.1*	22	12
Cn1c(=O)c2c(nc(Br)n2CCSc2nnnn2-c2ccccc2)n(C)c1=O	-3	10	-26	9	-2	10	1.4	-7	-6
COc1ccc(-c2nc(CSCC(=O)N3CCN(C4CCCCC4)CC3)c(C)o2)cc1OC	/	/	/	12	-7	/	/	1	-13
COc1ccc(C2/C(=C(\O)c3cccc(OC)c3)C(=O)C(=O)N2c2ccccn2)cc1 (stereo not drawn)	3	1	/	18	-7	-20	1	3	-18
O=C(COc1ccc(S(=O)(=O)NC2CCCCC2)cc1)NCCC1=CCCCC1	/	/	/	-34	-4	/	/	-6	37
CCC(C)C(N)C(=O)NC(CCC(=O)OCc1ccccc1)C(N)=O (stereo not drawn)	3	8	3	-30	1	19	1.8	16	30
CCCN(CCC)CCCNC(=O)CC1Nc2ccccc2NC1=O (stereo not drawn)	5	-9	3	4	-3	2	1.1	2	-4
C=CCN1C(=O)CN=C1Nc1ccccc1	-8	6	-12	-3	-8	3	0.9	-17	3
Cc1ccc(C=Nc2ccccc2C(N)=O)cc1	-1	-12	-7	-10	14	-5	0.9	12	10
CCCOc1ccc(N2C(=O)CC(NCCc3ccc(S(N)(=O)=O)cc3)C2=O)cc1 (stereo not drawn)	-17	2	-2	-7	-3	0	1.2	-1	5
COc1cccc(N/C=C/C(=O)c2ccc(Br)cc2)c1	/	/	/	10	-2	/	/	-3	-10
COc1ccc(N2C(=O)CCC(C(=O)NCc3ccccn3)C2c2ccc(OC)c(OC)c2)cc1 (stereo not drawn)	7	-5	-6	/	/	-6	1.5	/	/
COc1ccc(C(=O)N/C(=C\c2ccccc2)C(=O)NC(CCSC)C(=O)O)cc1 (stereo not drawn)	0	10	7	9	-3	11	1.2	25	-11
O=C(NCCCN1CCOCC1)c1cc2cc(Br)ccc2oc1=O	-2	9	-16	-6	7	-17	1.1	17	6
COC(=O)CCN(C(=O)c1cc(OC)c(OC)c(OC)c1)c1ccccn1	4	-1	-3	-18	0	1	0.9	-2	18
Cc1ccc(CNC(=O)COc2ccc(S(=O)(=O)NC(C)C)cc2)cc1	0	37*	-3	-4	-4	-8	0.8	-25	4
Cc1csc(NC(=O)Nc2cccc(Cl)c2)n1	23	14	/	-3	1	-3	/	-16	3
CC1(O)CC(=O)N(c2ccccc2)O1 (stereo not drawn)	1	-1	/	/	-3	1	0.9	15	/
CCOC(=O)c1sc(-c2ccc(Br)cc2)cc1N	-13	45*	/	/	-2	-4	1	-7	/
Cc1nn(C)c(C)c1CN(C)C(=O)CCCC(=O)O	/	/	/	13	-4	/	/	-21	-8
Cc1ccc(S(=O)(=O)c2cc3ccccc3oc2=Nc2ccc3c(c2)OCO3)cc1	-5	7	0	9	-8	-2	1	-4	-7
COC(=O)c1c(NC(=O)C2CC=CCC2C(=O)O)sc(C(N)=O)c1C (stereo not drawn)	-6	-9	-4	-34	3	3	1.6	-23	35
Brc1ccc(OCCOCCN2CCOCC2)cc1	11	-2	3	-10	-7	-4	1.2	6	11
Cc1nc2ncnn2c(N2CCCC(C(=O)Nc3ccc4c(c3)CCC4)C2)c1C (stereo not drawn)	5	16	52	/	/	1	2.1*	/	/
O=C(Nc1ccc(Cl)cn1)c1ccc(COCC(F)(F)C(F)F)o1	9	6	3	-48	-3	0	0.9	16	47
CC(=O)c1c(C)[nH]c(C(=O)NCc2cccs2)c1C	-1	1	17	-14	1	7	1	-10	16
C=CCOC(=O)c1cc(-c2ccc(/C=C3\C(=O)NC(=O)C(C#N)=C3C)o2)ccc1Cl	6	5	-38	7	1	-8	1.5	-29	-9
CN(C)S(=O)(=O)c1cc(C(=O)O)c(NC2CCCCC2)cc1Cl	2	8	-22	-10	-7	4	1.4	-1	6
COc1ccc(-c2cc(C(F)(F)F)nc(N3CCOCC3)n2)cc1OC	6	9	/	/	-1	-4	1.1	-19	/
COc1cc(NC(=O)Cc2nn(C)c(=O)c3ccccc23)cc(OC)c1	-6	3	30	0	-5	-1	1.1	19	2
N#Cc1c(SCC(=O)O)nc(-c2ccccc2)c2c1CCCC2	-1	9	7	1	-7	0	1.1	19	-4
CN(C)C(=O)c1cc(Cl)ccc1Sc1cc(Cl)ccc1Cl	9	56*	31	14	0	-4	1.1	0	-12
Cc1c(C(=O)Nc2ccc(Cl)cc2)c2ccccn2c1C(=O)c1ccc(F)cc1	-15	7	-46	4	-6	2	0.9	4	-3
COc1ccc(NC2CCN(C3CC(=O)N(c4ccc(F)c(Cl)c4)C3=O)CC2)cc1 (stereo not drawn)	6	-1	-14	-1	1	13	1.3	-19	4
CCOC(=O)c1c(NC(=O)c2cc(C)oc2C)sc(C(=O)Nc2ccc(Cl)cc2)c1C	-4	17	/	-8	-7	-6	1.1	0	11
O=c1c2cc(N3CCOCC3)ccc2[nH]c(=S)n1Cc1ccc(Cl)cc1	-2	40*	-42	4	0	1	1.4	-9	-2
CC(C)NS(=O)(=O)c1ccc(OCC(=O)NCc2ccccc2)cc1	-6	-5	-12	2	-2	9	1	-1	0
O=C(OCc1nc2ccccc2[nH]1)C12CC3CC(CC(C3)C1)C2	5	12	/	-50	1	-2	1	-19	51
CC(=O)Nc1ccc(S(=O)(=O)N2CCN(c3cc4c(cc3[N+](=O)[O-])n(C)c(=O)n4C)CC2)cc1	-10	10	2	-11	-4	-1	1	6	12
CN=C(c1ccco1)n1c(=S)nc(-c2ccco2)n(C)c1=S	-5	11	-4	/	-5	0	2.7*	3	/
COc1ccc(CC(CC(=O)O)C(=O)Nc2ccccc2)cc1 (stereo not drawn)	-11	1	-4	20	-2	1	1.2	18	-20
Cn1c(=O)c2c(nc(NC(Cc3ccccc3)C(=O)O)n2Cc2ccccc2)n(C)c1=O (stereo not drawn)	7	9	28	/	-10	0	1.3	24	/
O=C1CCCCN1CCc1c[nH]c2ccccc12	/	/	/	20	-6	/	/	-6	-24
CC(C)N(CCn1c(=S)[nH]c2ccccc2c1=O)C(C)C	0	3	-20	12	-2	-10	1	-6	-14
Cc1ccc(-c2nnc(Cc3ccc(Cl)cc3)o2)cc1	1	8	-20	-2	-3	5	0.9	13	2
Cc1noc(C)c1S(=O)(=O)N1CCN(c2ccccc2)CC1	5	-1	8	-1	-1	-8	1.1	4	-2

Structural class, those above with a thiophene ring, fused or not.
SMILES	Ecoli WT expand	PostGolgi ctrl	Mac1 fbg inh	sEH activator	S1P2 agonist	PostGolgi yeast	PLAP activator	S1P2 blocker	sEH inhibitor
C=CCn1c(Cc2cccs2)nnc1SCC(=O)c1ccc2ccccc2c1	-3	4	15	-6	-4	0	1.3	1	5
CCOC(=O)c1sc(-c2ccc(Br)cc2)cc1N	-13	45*	/	/	-2	-4	1	-7	/
COC(=O)c1c(NC(=O)C2CC=CCC2C(=O)O)sc(C(N)=O)c1C (stereo not drawn)	-6	-9	-4	-34	3	3	1.6	-23	35
CC(=O)c1c(C)[nH]c(C(=O)NCc2cccs2)c1C	-1	1	17	-14	1	7	1	-10	16
CCOC(=O)c1c(NC(=O)c2cc(C)oc2C)sc(C(=O)Nc2ccc(Cl)cc2)c1C	-4	17	/	-8	-7	-6	1.1	0	11

Next section
SMILES	Ecoli WT expand	PostGolgi ctrl	Mac1 fbg inh	sEH activator	S1P2 agonist	PostGolgi yeast	PLAP activator	S1P2 blocker	sEH inhibitor
CC1CCN(c2ccc(C(=O)O)cc2)CC1	-8	23	-20	-7	-4	-6	0.9	-6	7
Cc1csc(NC(=O)Cn2cnnn2)n1	-3	22	-12	2	-1	18	0.9	12	2
C=CCSc1nc(NC)c2sccc2n1	7	11	/	-9	-4	0	1	0	10
O=C(c1ccc(N2CCNCC2)cc1)c1cccnc1	-3	-4	3	16	-2	-16	0.9	-20	-16
COc1cccc(CN2CCN(C(=O)c3cccs3)CC2)c1OC	0	17	2	/	/	1	1.1	/	/
O=C(NCc1ccccn1)Nc1ccc(Cl)c(Cl)c1	11	46*	/	3	-7	-9	/	27	1
Cc1occc1C(=O)NCCCCNC(=O)c1ccoc1C	7	6	-11	-9	-6	2	1	3	12
COC(=O)C1=C(CSc2nc3c(cc2C#N)CN(C)CC3)OC(N)=C(C#N)C1c1ccccc1F (stereo not drawn)	/	/	/	-13	-4	/	/	4	15
Cc1nc2ccccn2c1C(=O)c1ccccc1	5	2	2	4	-7	4	1	16	-5
C=CCN=C(CC)C1=C(O)CCCC1=O	4	1	-8	6	-3	1	0.8	19	-6
O=C(O)c1ccc(Oc2cccc([N+](=O)[O-])c2)cc1C(=O)O	1	3	/	13	-5	0	1	17	-16

Source: PubChem BioAssay (several laboratories)
